Source: PubChem BioAssay
OXTR potentiator: potentiates the human oxytocin receptor response. activation, % at 3 µM. AID 2445. hit rate 0.061% among 320,000. P30559. CHO-OTR cells, Fluo-8 calcium fluorescence, potentiator mode; 0% = oxytocin EC15, 100% = EC100;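 active = activation above that plate's cutoff, the mean activation of tested compounds plus 3 SD, cut at about 6.6% in these data, passing the limit was not always enough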;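 note: 100% uses oxytocin at 75 nM as the full agonist control; some results filed as inactive read as strong as hits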
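Assay system: CHO cell line stably expressing human OTR | Also added: Oxytocin at about EC15, sub-maximal agonist stimulus | Times: Compound 6 min at room temperature before oxytocin, 100 s read | Measured by: Fluo-8 intracellular calcium fluorescence, ex 470-495, em 515-575 nm | Controls: EC15 oxytocin alone as 0%, 75 nM oxytocin as 100%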
CHRM1 agonist: human M1 muscarinic receptor agonism; P11229; CHO-K1 hM1, Fluo-8 calcium fluorescence, agonist mode; 0% DMSO, 100% acetylcholine EC100; activation, % at 3 µM; hit rate 0.33% among 360,000;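 active = activation above the run's mean compound activation plus 3 SD, cut at about 16% in these data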;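 note: peak over basal fluorescence ratio within a 140 s kinetic read after compound addition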
Target sequence (P11229 whole entry, looked up): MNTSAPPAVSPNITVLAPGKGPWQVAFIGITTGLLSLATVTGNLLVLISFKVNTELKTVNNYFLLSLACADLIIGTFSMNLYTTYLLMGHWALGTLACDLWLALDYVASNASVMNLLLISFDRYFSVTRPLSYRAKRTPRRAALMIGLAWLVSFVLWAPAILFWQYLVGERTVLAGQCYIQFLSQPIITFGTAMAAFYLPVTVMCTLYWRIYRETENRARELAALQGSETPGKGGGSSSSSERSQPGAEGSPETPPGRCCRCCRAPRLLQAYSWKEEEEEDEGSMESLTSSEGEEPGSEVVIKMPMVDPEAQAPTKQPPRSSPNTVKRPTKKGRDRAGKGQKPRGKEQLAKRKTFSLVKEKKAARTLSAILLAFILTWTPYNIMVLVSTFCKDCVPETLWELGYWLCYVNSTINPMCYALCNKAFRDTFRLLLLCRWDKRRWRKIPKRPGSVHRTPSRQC
OXTR ag: activates the human oxytocin receptor; P30559; CHO-OTR cells, Fluo-8 calcium fluorescence; normalized: DMSO 0%, oxytocin 100%; activation, % at 3 µM; hit rate 0.32% among 320,000; AID 2435;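 active = activation above the mean of all tested compounds plus 3 SD, cutoff set per screening run, cut at about 20% in these data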;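 note: peak over basal fluorescence ratio from a 100 s FLIPR kinetic read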
TAAR1 ag: agonists of human TAAR1 | CHO RD-HGA16 TAAR1, Fluo-8 calcium fluorescence; vehicle wells 0%, saturating PEA agonist 100% | Q96RJ0 | activation, % at 3 µM | AID 624467 | hit rate 0.99% among 360,000;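 active = activation above the mean activation of all test compounds in the run plus 3 SD, cut at about 38% in these data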
Target sequence (Q96RJ0 whole entry, looked up): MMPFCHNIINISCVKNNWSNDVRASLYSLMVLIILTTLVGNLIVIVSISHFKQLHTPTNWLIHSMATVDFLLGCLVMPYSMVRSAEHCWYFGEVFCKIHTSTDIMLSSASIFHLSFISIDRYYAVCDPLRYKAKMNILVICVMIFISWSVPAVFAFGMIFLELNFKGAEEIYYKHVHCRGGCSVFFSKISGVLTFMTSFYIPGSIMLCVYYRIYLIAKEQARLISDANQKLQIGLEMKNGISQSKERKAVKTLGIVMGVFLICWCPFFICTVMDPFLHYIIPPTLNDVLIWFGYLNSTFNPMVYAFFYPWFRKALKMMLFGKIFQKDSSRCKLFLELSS
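System: CHO-derived RD-HGA16 cells with stable Gα16 and human TAAR1. Times: 17-24 h plating, Fluo-8 75 min 37 °C, 30 min RT. Measured by: calcium-sensitive Fluo-8 signal, excitation 470-495, emission 515-575 nm. Read-out basis: % activation relative to PEA EC100 response. Control set: DMSO and PEA EC100. Repeats: no replicates (n 1).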
TAAR1 antagonist: human TAAR1 antagonism; hit rate 1.5% among 360,000; CHO RD-HGA16 TAAR1, Fluo-8 calcium fluorescence, antagonist; AID 624466; Q96RJ0; inhibition, % at 3 µM;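 active = inhibition above a per-plate cutoff, the mean inhibition of test compounds on that plate plus 3 SD, cut at about 49% in these data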;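 note: 0% = DMSO plus EC80 beta-PEA response and 100% = DMSO alone without agonist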
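test system = CHO RD-HGA16 cells bearing hTAAR1 | replication = singlicate | controls = DMSO-only wells and EC80 β-PEA-stimulated wells | reagent = EC80 β-phenethylamine stimulus | read-out basis = percent inhibition of PEA-evoked calcium signal, max/basal emission ratio | schedule = seeding 17-24 h prior, 75-min 37 °C, 30-min RT dye loading | signal = kinetic Fluo-8 calcium fluorescence measurement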
CHRM1 PAM: human CHRM1 positive allosteric modulation. P11229. CHO-K1 hM1, Fluo-8 calcium fluorescence, ACh EC20; 0% = ACh EC20, 100% = maximal ACh. activation, % at 3 µM. hit rate 0.088% among 360,000; in the data active = activation above about 19%, passing the limit was not always enough
CHO parental Ca: counter-screen for OX1R antagonists: effect in parental CHO cells; parental CHO-K1, ATP-induced calcium, Fluo-8 fluorescence; inhibition, % at 5.6 µM; hit rate 0.63% among 330,000; AID 463079;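 active = inhibition above that plate's mean sample inhibition plus 3 SD, cut at about 26% in these data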;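 note: 0% = ATP-challenged DMSO wells and 100% = DMSO wells without ATP; some compounds past the cut are filed as inactive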
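test system = CHO parental line | reagent = ATP stimulus | measured by = intracellular calcium via Fluo-8 no-wash fluorescent dye | control set = ATP and no-ATP DMSO wells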
V1R ag counter: activates human V1a receptor in oxytocin agonist counter-screen; P37288; CHO-V1R cells, Fluo-8 calcium fluorescence, agonist mode; 0% DMSO, 100% 3 nM vasopressin; activation, % at 3 µM; hit rate 0.25% among 320,000;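 active = activation above the mean activation of all tested compounds plus 3 SD, per screening run, cut at about 20% in these data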;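 note: signal is peak over basal fluorescence ratio across a 100 second FLIPR read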
CHRM1 antagonist: blocks human M1 muscarinic receptor. hit rate 1.3% among 360,000. CHO-K1 hM1, Fluo-8 calcium fluorescence, ACh EC80 antagonist. P11229. inhibition, % at 3 µM;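 active = percent inhibition above its own plate's cutoff, namely the mean of that plate's compound wells plus 3 SD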;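 note: peak over basal fluorescence ratio during 140 s after agonist addition; 0% = ACh EC80 plus DMSO and 100% = DMSO alone without agonist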
* = called active by the depositor; / = not tested or not shown. Not a hit list; overall some 3.7% were active at least once.

1	CCOc1ccc(C2C(C(=O)c3cccs3)=C(O)C(=O)N2Cc2cccnc2)cc1 (stereo not given)
2	CN(C)CCCNc1nc2cc(-c3ccc4c(ccn4C)c3)sc2c(=O)n1C
3	OC(c1cc(F)cc(Cl)c1)c1ncc(-c2cccc(C(F)(F)F)c2)[nH]1 (stereo not given)
4	COc1ccc(-c2cn(CCC(=O)O)c(C)n2)cc1
5	CC(=O)Nc1c(O)nc(SCC(=O)Nc2ccc(C(C)=O)cc2)[nH]c1=O
6	Cc1cc(N2CCN(c3ccc([N+](=O)[O-])c4cccnc34)CC2)c2ccccc2n1
7	CCN(CC)S(=O)(=O)c1ccc(N2CCOCC2)c(NC(=O)c2cccc(C#N)c2)c1
8	Cc1ccc(OCC(=O)Nc2cc(C)on2)c([N+](=O)[O-])n1

| assay / compound | 1 | 2 | 3 | 4 | 5 | 6 | 7 | 8 |
| --- | --- | --- | --- | --- | --- | --- | --- | --- |
| OXTR potentiator | -10 | / | / | 6 | -1 | -6 | -2 | -22 |
| CHRM1 agonist | -4 | -1 | 3 | -3 | -3 | -9 | 0 | -1 |
| OXTR ag | 0.2 | / | / | 0.4 | 0.3 | -0.1 | 0.7 | 0.8 |
| TAAR1 ag | 2 | -1 | 23 | 12 | 11 | / | -3 | -1 |
| TAAR1 antagonist | -22 | -4 | 25 | -1 | 3 | / | 104* | 7 |
| CHRM1 PAM | 10 | 3 | -1 | 8 | 4 | -2 | 5 | 0 |
| CHO parental Ca | 8 | / | / | -9 | -11 | -17 | -26 | -7 |
| V1R ag counter | 0.5 | / | / | 0.7 | 1.8 | -0.1 | 0.1 | -0.4 |
| CHRM1 antagonist | -7 | -6 | 3 | 0 | -6 | -1 | 12 | -7 |

9	Cc1nn(-c2ncc(C(F)(F)F)cc2Cl)c(=O)n1-c1c(F)cccc1F
10	Cc1ccc(S(=O)(=O)N2CCOCC2)cc1NC(=O)CNCc1ccccc1Cl
11	COc1cc(C(=O)Nc2ccc(NC(=O)c3ccccc3)nc2)cc(OC)c1OC
12	COc1ccc(-c2csc(NC(=O)c3ccc(S(=O)(=O)N4CCc5ccccc5C4)cc3)n2)c(OC)c1
13	O=C(O)CNC(=O)C1(NC(=O)OCc2ccccc2)CCCC1
14	CN(CC(=O)Nc1ccc(Cl)c(C(F)(F)F)c1)C(=O)C1CSC2(C)CCC(=O)N12 (stereo not given)
15	COCCCn1c(SCC(=O)N2CCCCC2C)nnc1-c1ccco1 (stereo not given)
16	O=C(NCCN1CCOCC1)c1cc(-c2cccc(O)c2)on1

| assay / compound | 9 | 10 | 11 | 12 | 13 | 14 | 15 | 16 |
| --- | --- | --- | --- | --- | --- | --- | --- | --- |
| OXTR potentiator | -1 | / | -7 | -9 | / | -14 | -3 | -7 |
| CHRM1 agonist | -7 | -1 | -3 | 1 | 0 | -5 | -3 | -1 |
| OXTR ag | -0.3 | / | -0.3 | -0.2 | / | 6.4 | 0.4 | 1.1 |
| TAAR1 ag | 0 | 9 | 5 | 3 | 4 | 8 | 2 | 1 |
| TAAR1 antagonist | -9 | 41 | 5 | -19 | -9 | -5 | 8 | -11 |
| CHRM1 PAM | 10 | -4 | -4 | 9 | 5 | 1 | 4 | 4 |
| CHO parental Ca | -1 | / | -4 | -2 | / | -10 | 6 | 5 |
| V1R ag counter | 0.6 | / | 1.2 | -0.6 | / | 6.1 | 0.1 | 0.5 |
| CHRM1 antagonist | -6 | 4 | 1 | 3 | -11 | -1 | -1 | -5 |

17	CCOC(=O)N1CCN(C(=S)Nc2cc(S(=O)(=O)N3CCOCC3)ccc2Cl)CC1
18	Cc1ccc(N(CC(=O)NC(C)C)C(=O)CCC(=O)Nc2nccs2)cc1
19	CCn1nc(C)cc1C(=O)N1CCc2c([nH]c3ccccc23)C1c1cc(F)ccc1F (stereo not given)
20	S=C1NCCNC(=S)NCCOCCOCCN1
21	CCN(CC(=O)Nc1ccc(Cl)c(C(F)(F)F)c1)CC(=O)NC1CCS(=O)(=O)C1 (stereo not given)
22	CCOC(=O)N1N=C(c2ccc(OC)cc2)CC1(O)C(F)(F)F (stereo not given)
23	Cc1cc(Nc2nc3ccccc3[nH]c2=O)n(-c2ccccc2)n1
24	COc1cc(NC(=O)c2cc(-n3cnnc3)ccc2Cl)cc(OC)c1

| assay / compound | 17 | 18 | 19 | 20 | 21 | 22 | 23 | 24 |
| --- | --- | --- | --- | --- | --- | --- | --- | --- |
| OXTR potentiator | -10 | -7 | -1 | -22 | -20 | -2 | -8 | -3 |
| CHRM1 agonist | -4 | 2 | -4 | -6 | -7 | -8 | 1 | -5 |
| OXTR ag | 1.1 | -0.4 | 0.0 | -0.5 | -0.4 | -2.0 | 1.8 | -0.7 |
| TAAR1 ag | 5 | 8 | 4 | 5 | 3 | 2 | 19 | 8 |
| TAAR1 antagonist | 8 | -12 | 29 | -5 | -6 | -8 | -12 | 6 |
| CHRM1 PAM | -1 | 16 | -1 | 13 | 0 | 9 | 8 | 6 |
| CHO parental Ca | -7 | -13 | -22 | -5 | -19 | -14 | -13 | -24 |
| V1R ag counter | 0.5 | -0.2 | -0.1 | 0.7 | 0.1 | -1.0 | 0.1 | 0.7 |
| CHRM1 antagonist | 4 | -18 | -2 | -3 | 4 | -7 | -25 | -36 |

Looked up by compound from above:
8	Cc1ccc(OCC(=O)Nc2cc(C)on2)c([N+](=O)[O-])n1
4	COc1ccc(-c2cn(CCC(=O)O)c(C)n2)cc1
21	CCN(CC(=O)Nc1ccc(Cl)c(C(F)(F)F)c1)CC(=O)NC1CCS(=O)(=O)C1 (stereo not given)
11	COc1cc(C(=O)Nc2ccc(NC(=O)c3ccccc3)nc2)cc(OC)c1OC
7	CCN(CC)S(=O)(=O)c1ccc(N2CCOCC2)c(NC(=O)c2cccc(C#N)c2)c1
2	CN(C)CCCNc1nc2cc(-c3ccc4c(ccn4C)c3)sc2c(=O)n1C

| assay / compound | 8 | 4 | 21 | 11 | 7 | 2 |
| --- | --- | --- | --- | --- | --- | --- |
| OXTR potentiator | -22 | 6 | -20 | -7 | -2 | / |
| CHRM1 agonist | -1 | -3 | -7 | -3 | 0 | -1 |
| OXTR ag | 0.8 | 0.4 | -0.4 | -0.3 | 0.7 | / |
| TAAR1 ag | -1 | 12 | 3 | 5 | -3 | -1 |
| TAAR1 antagonist | 7 | -1 | -6 | 5 | 104* | -4 |
| CHRM1 PAM | 0 | 8 | 0 | -4 | 5 | 3 |
| CHO parental Ca | -7 | -9 | -19 | -4 | -26 | / |
| V1R ag counter | -0.4 | 0.7 | 0.1 | 1.2 | 0.1 | / |
| CHRM1 antagonist | -7 | 0 | 4 | 1 | 12 | -6 |

(listing goes on)
25	COC(=O)COc1ccc(S(=O)(=O)N2CCCCCC2)cc1
26	CCOC(=O)c1c(NC(=O)CSc2nnc(C)c(=O)[nH]2)sc2c1CCC2
27	O=C(c1ccc(F)cc1F)N1CCC(N2CCC(C(=O)N3CCOCC3)CC2)CC1
28	CCCC1=C(C(=O)OCC)C(c2ccncc2)n2ncnc2N1 (stereo not given)

| assay / compound | 25 | 26 | 27 | 28 |
| --- | --- | --- | --- | --- |
| OXTR potentiator | -17 | -2 | -2 | 0 |
| CHRM1 agonist | -8 | 0 | -3 | -3 |
| OXTR ag | 0.2 | 0.4 | 0.7 | 0.2 |
| TAAR1 ag | 5 | 2 | 3 | 3 |
| TAAR1 antagonist | 2 | -11 | -10 | 5 |
| CHRM1 PAM | 12 | 0 | 7 | 8 |
| CHO parental Ca | -5 | -6 | -2 | -4 |
| V1R ag counter | 1.0 | 0.4 | 1.2 | 0.2 |
| CHRM1 antagonist | -7 | -13 | -9 | -11 |
